VIM-2 inhibitor – VIM-2 metallo-beta-lactamase inhibitors, primary screen, biochemical, epi-absorbance readout, Pseudomonas aeruginosa enzyme; purified VIM-2, nitrocefin hydrolysis, epi-absorbance fluorescence; inhibition, % at 5.6 µM; 0.89% of 290,000 active; AID 1527, 2009;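 active = inhibition above the mean of all tested compounds plus 3 SD, cutoff set per screening run, cut at about 7.5% in these data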;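 note: red hydrolysis product quenches plate fluorescence so inhibitors raise well fluorescence; 0% = enzyme with DMSO and 100% = DMSO without enzyme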
pCIP destab – p/CIP-EGFP fusion destabilizers, primary screen, fluorescence, F442A cells. AID 1984, 2009. Q05BA5. decrease of EGFP signal, % at 10 µM. 16 h. 0.01% of 290,000 active;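 active = EGFP signal decrease of at least 30% at 10 µM or well 3 SD below plate mean, unless failing retest; inactive = the rest, including hits failing retest or dose response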; note: some compounds called inactive have numbers as strong as hits; many of its hits are not listed in these tables
Target sequence (Q05BA5 1-1403): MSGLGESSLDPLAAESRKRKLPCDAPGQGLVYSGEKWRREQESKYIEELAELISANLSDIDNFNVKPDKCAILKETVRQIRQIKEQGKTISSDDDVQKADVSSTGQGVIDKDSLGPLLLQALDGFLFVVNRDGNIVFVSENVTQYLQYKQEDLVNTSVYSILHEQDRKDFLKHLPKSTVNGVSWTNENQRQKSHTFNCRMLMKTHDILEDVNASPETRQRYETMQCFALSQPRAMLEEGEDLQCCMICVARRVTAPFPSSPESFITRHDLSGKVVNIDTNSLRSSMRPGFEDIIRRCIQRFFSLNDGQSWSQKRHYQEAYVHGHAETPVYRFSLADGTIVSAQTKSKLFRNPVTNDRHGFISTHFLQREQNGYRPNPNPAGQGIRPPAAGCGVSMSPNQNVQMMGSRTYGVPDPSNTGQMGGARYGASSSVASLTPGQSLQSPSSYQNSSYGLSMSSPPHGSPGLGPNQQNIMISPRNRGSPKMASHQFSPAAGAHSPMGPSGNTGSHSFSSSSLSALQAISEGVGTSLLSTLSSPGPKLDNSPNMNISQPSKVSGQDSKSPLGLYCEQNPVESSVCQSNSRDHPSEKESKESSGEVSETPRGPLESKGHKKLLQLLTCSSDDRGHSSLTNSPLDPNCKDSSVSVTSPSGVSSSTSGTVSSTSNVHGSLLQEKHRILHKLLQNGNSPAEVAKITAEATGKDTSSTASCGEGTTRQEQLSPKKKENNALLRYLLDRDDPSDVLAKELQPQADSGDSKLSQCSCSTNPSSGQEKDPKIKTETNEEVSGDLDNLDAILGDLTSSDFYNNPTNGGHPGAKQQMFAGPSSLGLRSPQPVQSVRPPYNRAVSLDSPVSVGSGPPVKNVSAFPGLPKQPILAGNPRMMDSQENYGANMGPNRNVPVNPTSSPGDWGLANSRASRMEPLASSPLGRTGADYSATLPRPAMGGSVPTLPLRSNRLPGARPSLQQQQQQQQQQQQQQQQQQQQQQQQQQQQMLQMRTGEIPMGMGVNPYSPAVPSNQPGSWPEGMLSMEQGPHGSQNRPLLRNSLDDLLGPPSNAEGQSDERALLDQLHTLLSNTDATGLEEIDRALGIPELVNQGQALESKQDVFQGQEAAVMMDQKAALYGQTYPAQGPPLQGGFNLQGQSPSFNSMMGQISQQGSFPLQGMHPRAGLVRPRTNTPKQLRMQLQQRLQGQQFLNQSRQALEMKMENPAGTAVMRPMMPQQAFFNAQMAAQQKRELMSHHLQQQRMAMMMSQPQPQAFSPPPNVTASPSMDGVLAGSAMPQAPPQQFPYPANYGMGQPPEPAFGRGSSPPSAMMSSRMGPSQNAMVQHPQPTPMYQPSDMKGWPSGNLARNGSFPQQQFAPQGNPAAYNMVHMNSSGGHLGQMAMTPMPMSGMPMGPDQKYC
IMP-1 inh – IMP-1 metallo-beta-lactamase inhibitors, primary screen, biochemical, epi-absorbance readout, Pseudomonas aeruginosa enzyme. 0.45% of 290,000 active. AID 1556, 2009. purified IMP-1, nitrocefin hydrolysis, epi-absorbance fluorescence. inhibition, % at 5.6 µM;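 active = inhibition above the mean plus 3 SD of all compounds in the same screening run, cut at about 4.5% in these data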;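 note: 0% = IMP-1 with DMSO and 100% = DMSO wells lacking enzyme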
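System – purified recombinant IMP-1 beta-lactamase · Input – IMP-1 dispensed at 0.2 nM · Timing – 15 min preincubation plus 25 min reaction at 25 °C · Signal – Epi-absorbance fluorescence, 480 nm excitation, 530 nm emission · Measure – percent IMP-1 inhibition derived from blank-referenced optical density · Controls – Enzyme-plus-DMSO low control, enzyme-free DMSO high control · Replication – singlicate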
IDE cell activ – human IDE activators in live cells, primary screen, fluorescence polarization, HEK cells, FAbeta-B substrate; FAbeta-B cleavage; 0% vehicle, 100% cell-free pure enzyme wells; activation, % at 5.96 µM; AID 493087, 2011; 0.073% of 340,000 active;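 active = activation above the mean of all tested compounds plus 3 SD, set per screening campaign, cut at about 17% in these data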
UBC9 SUMO inh – inhibitors of in vitro SUMOylation cascade, primary screen, biochemical, HTRF, uHTS | SUMO-conjugating enzyme UBC9 (Homo sapiens), P63279 | HTRF SUMOylation assay, SAE1/SAE2 + UBC9 | inhibition, % at 35 µM | 0.36% of 290,000 active; in the data active = inhibition above about 50%, passing the limit was not always enough; note: strong numbers were not always called active
CRFBP-R2 block – antagonists of CRF-BP/CRF-R2 complex, primary screen, cell-based, HEK293, calcium dye fluorescence, uHTS; inhibition, % at 11.8 µM; CRF-induced calcium fluorescence; 0.59% of 350,000 active;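 active = inhibition of the ligand-induced calcium signal above about 50% at the single tested concentration, limit read from the data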
IDE cell inh – human IDE inhibitors in live cells, primary screen, fluorescence polarization, HEK cells, FAbetaB substrate; FAbetaB cleavage; inhibition, % at 5.59 µM; 0.41% of 320,000 active;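 active = percent inhibition above the average of all tested compounds plus 3 SD, set per screening campaign, cut at about 16% in these data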;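 note: IDE supplied by intact live HEK cells; FP after avidin binding of uncleaved biotin substrate so inhibition keeps polarization high; 0% = DMSO wells and 100% = 60 µM reference IDE inhibitor Ii1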
GalR3 antagonist – GalR3 antagonists in HEK293 cells, primary screen, cell-based, fluorescence readout; Galanin receptor type 3 (Homo sapiens), O60755; HEK293 GalR3-CNG cAMP membrane potential fluorescence; galR3 body fused to GalR1 C-terminus; inhibition, % at 3 µM; 0.44% of 360,000 active; AID 651719, 2012;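 active = inhibition above the screen-wide average plus 3 SD, cut at about 13% in these data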;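 note: forskolin and galanin both at EC90 stimulate the cells; cAMP rise reported by CNG channel membrane potential dye signal; 0% = forskolin plus galanin with DMSO and 100% = forskolin alone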
NS3 helicase inh – inhibitors of HCV NS3 helicase, primary screen, biochemical, Cy5 molecular beacon fluorescence; NS3 helicase DNA unwinding; inhibition, % at 10.9 µM; 0.56% of 290,000 active; AID 1800, 2009;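 active = inhibition above the mean of all tested compounds plus 3 SD, set per campaign, cut at about 35% in these data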;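 note: 0% = DMSO wells and 100% = thioflavine S control wells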
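Measured by: Cy5 fluorescence, 0 and 60 min reads / Assay system: NS3 helicase fragment of HCV / Control set: low DMSO, high thioflavine S at 110 µM / Times: 1 h reaction at 25 °C, ATP-initiated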
Numbers without * were called inactive; nt = no result given.

Values run as follows: VIM-2 inhibitor	pCIP destab	IMP-1 inh	IDE cell activ	UBC9 SUMO inh	CRFBP-R2 block	IDE cell inh	GalR3 antagonist	NS3 helicase inh
- O=C(c1cc(=O)c2ccccc2o1)N(Cc1ccccc1)C1CCS(=O)(=O)C1 (centres undefined)
  -1.6	14	-0.6	3	9	-13	9	2	0
- Cc1ccc(CNC(=O)c2cnc3ccccc3n2)cc1
  -0.2	7	-4.1	1	-6	17	-4	-6	-1
- Cc1ccc(S(=O)(=O)N(C)c2cc(S(=O)(=O)N3CCOCC3)c(C)cc2C)cc1
  0.5	-23	-1.1	2	21	2	-5	-9	-11
- O=C1CCC[C@H]2c3[nH]c4ccccc4c3CCN12
  nt	nt	nt	1	nt	4	8	-5	nt
- O=C(NNS(=O)(=O)c1ccccc1)c1ccccc1-n1cccc1
  -0.8	15	-2.3	3	10	-1	0	-1	3
- O=C(OCCCc1cc2ccccc2c(=O)o1)c1ccccc1C(F)(F)F
  nt	nt	nt	0	nt	-4	4	-1	nt
- CCC(C)N(C(=O)CSc1nnnn1-c1ccccc1OC)C1CCS(=O)(=O)C1 (centres undefined)
  nt	nt	nt	-1	nt	-4	-3	-1	nt
- CS(=O)(=O)N1CCC(C(=O)N2CCN(Cc3ccccc3)CC2)CC1
  0.3	-6	-2.0	7	12	5	3	-3	-22
- O=C(C1=C[C@H](c2ccc3c(c2)OCO3)C[C@H](OCc2ccc(CO)cc2)O1)N1CCN(Cc2ccc3c(c2)OCO3)CC1
  -1.4	1	-1.4	0	2	1	15	-4	-27
- CC(C(=O)O)c1ccc2c(c1)[nH]c1ccc(Cl)cc12 (centres undefined)
  -2.4	-2	-2.3	2	12	4	4	-4	25
- Cc1ccc(C)c(N2CCN(C(=O)CCS(=O)(=O)c3cccc4nonc34)CC2)c1
  -0.4	7	-2.1	4	0	-4	1	-8	-28
- COc1ccc(NC(=S)NC23CN4CN(CN(C4)C2)C3)cc1
  -1.8	-11	-0.6	3	-9	22	4	0	3
- COc1ccc(C2C(C(=O)NCC3CCCO3)c3cc(OC)c(OC)cc3C(=O)N2C)cc1OC (centres undefined)
  0.5	-4	-1.5	5	14	6	6	-1	-4
- O=C(CSc1ccc(-c2ccccc2)nn1)c1ccccc1
  -0.8	4	-1.8	1	16	14	6	1	-9
- CC(C)c1nc(C#N)c(NN)o1
  -1.6	3	-2.9	3	-5	-4	3	-1	-6

Compound profiles, from the list above. Screens in order: VIM-2 inhibitor	pCIP destab	IMP-1 inh	IDE cell activ	UBC9 SUMO inh	CRFBP-R2 block	IDE cell inh	GalR3 antagonist	NS3 helicase inh
Listed for `O=C(C1=C[C@H](c2ccc3c(c2)OCO3)C[C@H](OCc2ccc(CO)cc2)O1)N1CCN(Cc2ccc3c(c2)OCO3)CC1` → -1.4	1	-1.4	0	2	1	15	-4	-27
Listed for `CS(=O)(=O)N1CCC(C(=O)N2CCN(Cc3ccccc3)CC2)CC1` → 0.3	-6	-2.0	7	12	5	3	-3	-22

Additional results:
Values run as follows: VIM-2 inhibitor	pCIP destab	IMP-1 inh	IDE cell activ	UBC9 SUMO inh	CRFBP-R2 block	IDE cell inh	GalR3 antagonist	NS3 helicase inh
- Cn1c(=O)n(C)c2cc(NS(=O)(=O)c3cccs3)ccc21
  -1.9	3	-2.6	7	19	26	-1	1	2
- CCc1ccccc1NC(=O)c1ccoc1C
  -4.5	-6	-3.2	-1	-1	16	-2	7	-2
- COc1ccc(CNC(NC(=O)c2ccccc2)(C(F)(F)F)C(F)(F)F)cc1
  -2.6	-1	-2.6	1	1	-9	4	-2	9
- O=C(CCc1ccc(S(=O)(=O)N2CCCCC2)cc1)c1nnc(-c2ccccc2)o1
  -0.2	5	-1.2	-2	31	0	5	0	-8
- CCOc1cc(C2C3=C(CCCC3=O)NC3=C2C(=O)CCC3)cc(Cl)c1O
  nt	-7	nt	2	-5	22	1	-1	nt
- c1ccc(Nc2ncnc3[nH]ncc23)cc1
  -4.8	14	-5.2	nt	-6	-10	12	-6	-11
- COC(=O)c1ccc(NC(=O)CSc2nc3cccnc3n2C)cc1
  -2.3	-32	-0.7	5	-33	7	-1	-8	6
- CCc1ccc(NC(=S)Nc2cccc3cnccc23)cc1
  -0.4	4	-2.2	-1	96	2	-1	2	9
- Cc1ccc(SCC(=O)OCC(=O)N(CCC#N)c2ccccc2)cc1C
  nt	nt	nt	-2	nt	10	1	-3	nt
- O=C(Nc1ccccc1)N1CCn2c1nc1ccccc12
  1.5	8	-0.2	0	-2	8	-3	-2	-3
- COc1ccccc1OCCCOc1ccc(/C=C2\SC(=O)NC2=O)cc1OC
  -2.2	-4	-2.4	6	18	9	10	-11	25
- COc1ccc(C(=O)CSc2nnc(NC(=O)C3CC(=O)N(c4ccccc4)C3)s2)cc1 (centres undefined)
  -1.1	-15	-1.1	-2	-9	9	2	0	1
- COc1cc2c(cc1OC)C(C)N(C(=S)Nc1ccccc1)CC2 (centres undefined)
  -1.1	4	-2.4	5	-2	10	-4	-9	-2
- Cc1cc(-c2ccc(S(=O)(=O)N3CCCCC3)s2)on1
  -0.5	-4	-1.0	4	22	-4	4	1	-8
- COc1ccc(NC(=O)C2CCCN2S(=O)(=O)c2ccc3c(c2)CCC(=O)N3)c(OC)c1 (centres undefined)
  -1.6	-7	-2.2	4	8	11	1	8	4
- CC(=O)Nc1cccc(NC(=O)C2CCCN2C(=O)Nc2cccc(C)c2)c1 (centres undefined)
  -0.8	6	-2.4	2	7	23	-2	-3	-2
- Cc1cccc(-c2nc(NCCCN(C)C)c3ccccc3n2)c1
  7.8*	-6	-3.1	0	-5	-2	1	-3	5
- O=C(COc1ccc2ccc(=O)oc2c1)N1CCN(c2ccc(F)cc2)CC1
  -1.0	10	-2.8	0	nt	11	3	1	3
- O=C(NCCC1=CCCCC1)c1cccc2c1C(=O)N(C1CCCCC1)C2
  -2.3	-7	-1.4	6	8	6	2	-2	4
- O=C(/C=C/c1ccc(Cl)c([N+](=O)[O-])c1)Nc1ccc(N2CCCC2)cc1
  0.6	2	-2.9	2	12	6	2	-5	-3
- CC(=O)Nc1cc2c3c(c1)CCC(=O)N3CCC2
  -2.3	5	-3.6	1	10	18	6	-6	-4
- Cc1cc(C)nc(NC(=O)c2csnn2)c1
  -1.4	6	-2.3	nt	7	7	0	-8	-2
- c1cncc(Nc2nc(-c3cccs3)cs2)c1
  0.9	7	-0.7	-6	15	-2	-3	nt	-10
- Cc1cc(C)cc(C(=O)NC(CC(N)=O)c2ccc(N3CCN(c4ccccn4)CC3)c([N+](=O)[O-])c2)c1 (centres undefined)
  0.2	2	0.6	-4	12	8	-2	-8	-3
- N/C(=N\OC(=O)c1ccc(F)cc1)c1ccc(Br)cc1
  -3.4	-6	-3.6	-3	-9	-17	-4	-2	-2
- O=C(O)/C=C/c1coc2ccc(F)cc2c1=O
  -2.2	-2	-1.9	5	0	-1	1	-2	-6
- COc1cc(/C=N/NC(=S)NCCc2ccccc2)cc(OC)c1OC
  -3.8	11	-3.1	-4	-26	18	nt	-10	-22
- C/C=C(\C)C(=O)Nc1cccc(C2=NOC3(C2)C[C@@H](C(N)=O)N(C(=O)c2cc([N+](=O)[O-])cc([N+](=O)[O-])c2C)C3)c1 (some centres undefined)
  nt	-11	nt	-7	18	5	4	-2	nt
- CCCn1c(SCC(=O)NCc2ccccc2Cl)n[nH]c1=O
  -0.4	-3	-1.8	-2	24	-16	-3	-4	-5
- CCC1CCCCN1C(=O)Cn1c(=O)n(CCCC(=O)NCc2ccco2)c(=O)c2sccc21 (centres undefined)
  0.0	-4	-1.4	4	5	4	-1	0	6

A second format for four compounds above.
O=C(NCCC1=CCCCC1)c1cccc2c1C(=O)N(C1CCCCC1)C2
- VIM-2 inhibitor: -2.3
- pCIP destab: -7
- IMP-1 inh: -1.4
- IDE cell activ: 6
- UBC9 SUMO inh: 8
- CRFBP-R2 block: 6
- IDE cell inh: 2
- GalR3 antagonist: -2
- NS3 helicase inh: 4
O=C(O)/C=C/c1coc2ccc(F)cc2c1=O
- VIM-2 inhibitor: -2.2
- pCIP destab: -2
- IMP-1 inh: -1.9
- IDE cell activ: 5
- UBC9 SUMO inh: 0
- CRFBP-R2 block: -1
- IDE cell inh: 1
- GalR3 antagonist: -2
- NS3 helicase inh: -6
N/C(=N\OC(=O)c1ccc(F)cc1)c1ccc(Br)cc1
- VIM-2 inhibitor: -3.4
- pCIP destab: -6
- IMP-1 inh: -3.6
- IDE cell activ: -3
- UBC9 SUMO inh: -9
- CRFBP-R2 block: -17
- IDE cell inh: -4
- GalR3 antagonist: -2
- NS3 helicase inh: -2
C/C=C(\C)C(=O)Nc1cccc(C2=NOC3(C2)C[C@@H](C(N)=O)N(C(=O)c2cc([N+](=O)[O-])cc([N+](=O)[O-])c2C)C3)c1 (some centres undefined)
- VIM-2 inhibitor: nt
- pCIP destab: -11
- IMP-1 inh: nt
- IDE cell activ: -7
- UBC9 SUMO inh: 18
- CRFBP-R2 block: 5
- IDE cell inh: 4
- GalR3 antagonist: -2
- NS3 helicase inh: nt

More entries follow:
Values run as follows: VIM-2 inhibitor	pCIP destab	IMP-1 inh	IDE cell activ	UBC9 SUMO inh	CRFBP-R2 block	IDE cell inh	GalR3 antagonist	NS3 helicase inh
- O=c1oc2ccccc2cc1N1CCOCC1
  -4.6	10	-2.4	0	-12	-8	-5	-4	-4
- CCC(C(=O)NCc1ccc(F)cc1)N(Cc1cccs1)C(=O)c1snc(C(N)=O)c1N (centres undefined)
  -2.5	-8	-0.2	4	-16	-9	3	-10	-8
- O=C(CCOc1ccccc1)N1CCN(c2ccc(O)cc2)CC1
  0.8	-6	-3.3	7	-1	7	4	-5	7
- Cc1ccc(N=CC2=C(O)CC(c3ccccc3Cl)CC2=O)cc1 (centres undefined)
  -1.9	-20	-1.5	nt	-2	0	2	-5	6
- CC(=O)Oc1ccc(/C=N/NC(=O)C2CCCN2S(=O)(=O)c2ccc(Cl)cc2)cc1 (centres undefined)
  -1.2	6	-1.3	0	-12	-33	-2	-2	-15
- Cc1nc([N+](=O)[O-])c(N2CCN(Cc3ccccc3)CC2)n1Cc1ccccc1
  -1.8	7	-1.8	-6	-10	6	0	-5	-1
- C=CCNC(=S)NNC(=O)c1cccn(Cc2ccc(Cl)cc2Cl)c1=O
  -2.5	-19	0.8	-2	0	-61	-3	-2	-1
- COc1ccc(CCNC(=O)COC(=O)c2cnc(C)cn2)cc1OC
  -1.3	-12	-1.0	4	20	12	3	-10	-1
- Cc1cccc(NC(=O)Cn2c(O)c(N=NC(=O)c3ccccc3O)c3ccccc32)c1
  -1.1	-3	-0.8	-1	54*	25	8	2	-3
- COc1ccc(C(=O)N2CCN(c3ccccn3)CC2)cc1
  -2.8	6	-3.6	-1	22	14	5	-4	1

Compound activity from PubChem.
